Salmonella PhoP GFP: inhibitors of PhoP regulon expression, primary screen, Salmonella Typhimurium, GFP reporter (AID 1863). inhibition, % at 50 µM; hits with a dose series show IC50 in µM. S. Typhimurium PhoP-regulated promoter GFP reporter, 4 h; higher % means a stronger effect. 0.16% of 300,000 active;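 active means inhibition over 29.93%, a cutoff 3 SD above the screen mean, later confirmed by dose response; inconclusive means inhibition over 29.93% but no dose response follow-up; inactive means inhibition at most 29.93% or unconfirmed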;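 further: 0% = low Mg2+ inducing control and 100% = high Mg2+ repressing control; strong numbers were not always called active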
human PMI inhibition: MPI enzyme activity inhibition – biochemical, fluorescence intensity, coupled assay, primary screen (AID 1209); purified PMI enzyme, coupled fluorescence intensity; higher % means a stronger effect; inhibition, % at 20 µM, or IC50 in µM where a hit was titrated; 0.42% of 190,000 active;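 further: plate controls were DMSO vehicle for no effect and wells lacking substrate for full effect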
West Nile antiviral: inhibition of WNV-induced cytopathic effect – cell-based, CPE readout (AID 1621); West Nile virus-infected cells, CPE inhibition; higher % means a stronger effect; one-dose CPE inhibition, % at 10 µM; IC50 in µM for titrated hits; 0.02% of 290,000 active; in the data active means a potency from the dose series; inconclusive means CPE inhibition mostly from about 3.7% at the one dose, without a potency; inactive means the rest, 99 in 100 with CPE inhibition below about 2.2%; further: strong numbers were not always called active
RSV CPE inhibition: RSV antiviral activity via CPE protection, HEp-2 cells, primary 10 µM value included (AID 2391) | 0.13% of 310,000 active | HEp-2 cells, RSV-induced CPE inhibition; higher % means a stronger effect | CPE inhibition, % at 10 µM; hits with a dose series show IC50 in µM; in the data active means a potency from the dose series; inconclusive means CPE inhibition mostly from about 23% at the one dose, without a potency; inactive means the rest, 99 in 100 with CPE inhibition below about 21%; further: strong numbers were not always called active
Ins promoter up: MIN6 insulin promoter up-regulation. MIN6 insulin promoter-GFP reporter, high-content imaging; active compounds read high. z-score at 5 µM. 0.3% of 190,000 active;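 active means z-score above 3 at 5 µM with at least 500 cells counted in the well; inconclusive means wells under 500 cells, flagged as cytotoxic or low count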
ER stress rescue: rescue of cells from ER stress-induced death, primary screen, 384-well, CSM14.1, thapsigargin, ATP luminescence (AID 1222). CSM14.1 thapsigargin-induced death rescue, ATP luminescence; higher % means a stronger effect. one-dose cellular ATP content (survival), % at 20 µM; EC50 in µM for titrated hits. 190,000 tested, under 10 active;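 active means EC50 below 50 µM in the dose-response confirmation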;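 further: death triggered by thapsigargin at about 15 µM added after 2 h compound pretreatment; cell ATP read after overnight thapsigargin exposure of roughly 18 to 22 hours; normalized against plate controls of thapsigargin alone and 5% DMSO vehicle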
TNAP activators: human TNAP enzyme activators, primary screen, biochemical, luminescent, no phosphate acceptor, uHTS (AID 1001) | purified TNAP, luminescent activation assay, no phosphate acceptor; higher activation fold means a stronger effect | one-dose activation fold at 20 µM; EC50 in µM for titrated hits | 0.03% of 200,000 active; in the data active means activation fold from about 3, or a potency from the dose series; inactive means the rest, 99 in 100 with activation fold below about 1.6; further: many of its hits are not listed in these tables
SV40 large T antigen: TAg ATPase/helicase activity blockers – biochemical (AID 1903) | 0.39% of 310,000 active | inhibition, % at 20 µM; hits with a dose series show IC50 in µM | SV40 large T antigen ATPase/helicase inhibition assay; higher % means a stronger effect; in the data active means a potency from the dose series; inconclusive means inhibition mostly from about 32% at the one dose, without a potency; inactive means the rest, 99 in 100 with inhibition below about 32%; further: strong numbers were not always called active
human PMI inhibitors: MPI inhibition at elevated mannose 6-phosphate – biochemical, fluorescence intensity, high mannose 6-phosphate, primary screen (AID 1220); one-dose inhibition, % at 20 µM; IC50 in µM for titrated hits; 0.66% of 190,000 active; recombinant PMI enzyme, coupled fluorescence intensity; higher % means a stronger effect
Ins promoter up cell count: further read-out of Ins promoter up, marked with its call; cell count; measured here: cytotoxicity, nuclei count;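 total cells summed across four imaged fields per well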
* = called active by the depositor; ? = inconclusive; · = no result given. Unless noted, no stated cut-off is given here; in the data, active means inhibition above about 50%; inactive means the rest.

SMILES | Salmonella PhoP GFP | human PMI inhibition | West Nile antiviral | RSV CPE inhibition | Ins promoter up | Ins promoter up cell count | ER stress rescue | TNAP activators | SV40 large T antigen | human PMI inhibitors
CCOC(=O)CCC(=O)Nc1ccc(S(=O)(=O)N2CCCC2)cc1 | -5% | 7% | 0.1% | 1.7% | · | · | -2.5% | 1.1 | -3% | 3%
Cc1cc2cc(C=O)c(Cl)nc2cc1C | 16% | 61%* | -0.1% | 0.7% | -0.1 | 1558 | -7.6% | 1 | 9% | 58%*
CN(C(=O)CSc1nnnn1-c1ccc(O)cc1)C1CCS(=O)(=O)C1 (stereo not given) | 9% | 1% | 0.6% | 1.3% | · | · | -1.0% | 1.1 | 8% | -4%
CC1=C(C(=O)Nc2ccccc2F)C(c2cccs2)C2=C(CCCC2=O)N1 (stereo not given) | 12% | 11% | -0.6% | 2.3% | -0.09 | 1456 | -0.1% | 1.1 | 6% | 9%
Nc1ccccc1NC1CCCCC1 | -12% | 64%* | -2.1% | · | 0.15 | 1190 | 0.9% | 1 | 11% | ·
COCCCNC(=O)c1ccc2c(c1)ncn2-c1ccc(C)cc1C | 4% | · | -0.5% | 1.4% | · | · | · | · | 1% | ·
CC(=O)CCc1c[nH]c2c(C(=O)O)cccc12 | -15% | 7% | 0.5% | 0.6% | -0.11 | 1236 | -2.6% | 1.1 | 6% | 5%
O=C(O)CCCSCC(=O)Nc1ccccc1 | -11% | 0% | -0.1% | 1.4% | -0.44 | 917 | -0.5% | 1.1 | 1% | -7%
CCCC(=O)Nc1ccc(NC(=O)c2cc3ccccc3o2)c(OC)c1 | 6% | · | -0.2% | 3.6% | · | · | · | · | 15% | ·
O=C(CCS(=O)(=O)c1cccc2nonc12)N1CC(=O)N(CCc2ccccc2)C(=O)C1 | 3% | 8% | 0.7% | 2.1% | 0.15 | 1278 | -1.7% | 1.1 | 5% | 7%
CCOC(=O)c1c(C)[nH]c(N=Nc2ccccc2Cl)c1C | · | · | -0.4% | 6.4% | -0.58 | 860 | · | · | 14% | ·
CN(Cc1ccccc1)C(=O)c1ccc(NC(=O)C2=CSCCO2)cc1 | 5% | · | 0.3% | 4.4% | · | · | · | · | 18% | ·

Single records, as listed above:
Shown for CCOC(=O)c1c(C)[nH]c(N=Nc2ccccc2Cl)c1C = Salmonella PhoP GFP = ·; human PMI inhibition = ·; West Nile antiviral = -0.4%; RSV CPE inhibition = 6.4%; Ins promoter up = -0.58; Ins promoter up cell count = 860; ER stress rescue = ·; TNAP activators = ·; SV40 large T antigen = 14%; human PMI inhibitors = ·
Shown for CC(=O)CCc1c[nH]c2c(C(=O)O)cccc12 = Salmonella PhoP GFP = -15%; human PMI inhibition = 7%; West Nile antiviral = 0.5%; RSV CPE inhibition = 0.6%; Ins promoter up = -0.11; Ins promoter up cell count = 1236; ER stress rescue = -2.6%; TNAP activators = 1.1; SV40 large T antigen = 6%; human PMI inhibitors = 5%

(next part)
SMILES | Salmonella PhoP GFP | human PMI inhibition | West Nile antiviral | RSV CPE inhibition | Ins promoter up | Ins promoter up cell count | ER stress rescue | TNAP activators | SV40 large T antigen | human PMI inhibitors
C=CCNC(=O)c1onc(CSc2ccc(F)c(F)c2)c1C(=O)NCC=C | -5% | · | 0.1% | 0.2% | · | · | · | · | 13% | ·
Cc1ccc(C(=O)c2cn[nH]c2-c2ccccc2O)cc1 | 2% | -6% | 0.0% | 5.2% | -0.19 | 1477 | -1.7% | 0.6 | 5% | 9%
COc1ccc(-c2cc(-c3n[nH]c(=S)n3-c3cc(OC)ccc3OC)[nH]n2)cc1 | 14% | 7% | 0.3% | 1.6% | -0.25 | 1337 | -1.6% | 1.8 | 16% | 6%
CCCCNS(=O)(=O)c1ccc(NS(=O)(=O)c2c(C)cc(C)cc2C)cc1 | 2% | 16% | 0.0% | -3.1% | -0.05 | 987 | -0.3% | 1.2 | 15% | 16%
COc1cc(C(=O)OC2CCCCC2=O)cc(OC)c1C (stereo not given) | 5% | 0% | -1.3% | 0.9% | -1.2 | 1061 | -1.3% | 1.1 | 6% | -5%
O=S(=O)(c1cccc2cccnc12)N1CCCc2ccccc21 | -3% | · | -0.3% | 11% | 0.55 | 1086 | · | · | 19% | ·
Cc1ccc(NC(=O)CCc2c(C)nn(-c3ccc(N4CCCCC4)nn3)c2C)cc1C | 4% | · | 1.5% | 3.4% | · | · | · | · | 2% | ·
COc1cc(/C=C2/SC(=S)N(CC(=O)Nc3nc4ccccc4s3)C2=O)cc(OC)c1OC | -13% | 7% | 0.1% | 0.0% | 0.61 | 1782 | 3.6% | 1 | 20% | 3%
O=C(NCC1CCCO1)C1CC(=O)N(C2CCCC2)C1 (stereo not given) | 9% | -8% | 0.5% | 0.4% | 0.16 | 925 | -1.1% | 1.1 | 7% | -8%
CC1CCCN(C(=O)CSc2cnc3ccccc3n2)C1 (stereo not given) | 7% | 9% | 0.0% | 3.3% | 0.11 | 881 | 1.6% | 1 | 5% | 5%
Cc1nc2cc(F)ccc2n1C1CCN(S(=O)(=O)c2ccccc2)CC1 | -2% | 4% | -0.3% | 7.1% | 0.55 | 1208 | 0.0% | 1.1 | 19% | -1%
COc1ccc(C(=O)c2coc3ccc(O)c(CN(C)C)c23)cc1 | 14% | 3% | 0.2% | 16% | -0.1 | 987 | 0.9% | 1.1 | 6% | 8%
Cc1ccc(Cn2c(NC(=O)c3ccco3)nc3ccccc32)cc1 | 6% | 4% | -0.2% | -0.3% | 0.97 | 1027 | -2.1% | 1 | -2% | 0%
Cc1cc(NC(=S)N(CCCN2CCOCC2)Cc2ccco2)ccc1Cl | -1% | -4% | -1.5% | 6.7% | -0.09 | 1219 | -2.6% | 1.2 | 24% | -12%
O=C(N/N=C/c1ccc([N+](=O)[O-])cc1)c1cccc(N2CCCC2=O)c1 | -3% | · | -0.8% | 3.7% | · | · | · | · | 10% | ·
Cc1ccc(N(CC(=O)NCC2CCCO2)S(=O)(=O)c2ccc(Cl)cc2)cc1C (stereo not given) | 7% | · | -1.4% | 0.5% | · | · | · | · | 19% | ·
CC1Cc2ccccc2N1C(=S)Nc1cccc(S(=O)(=O)N(C)C)c1 (stereo not given) | 10% | 18% | -0.6% | 1.1% | -1.6 | 1370 | -0.2% | 1.1 | 8% | 2%
CCn1cc(C(=O)Nc2ccc3c(c2)OCCO3)c2cc(OC)c(OC)cc2c1=O | 6% | 14% | 0.2% | 1.7% | 1.1 | 946 | -0.4% | 1.2 | 1% | 12%
Nc1c(C(=O)c2ccccc2)sc2nsc(SCCN3CCOCC3)c12 | -10% | · | 0.0% | ? | 0.45 | 917 | · | · | 11% | ·
CCOc1cc(NC(=S)NCC2CCCO2)c(OCC)cc1NC(=O)c1ccccc1 (stereo not given) | -8% | 15% | -0.2% | -0.1% | -0.18 | 1914 | -2.4% | 1.1 | 3% | 18%
Cc1cccc(-n2nc3c(c2NC(=O)c2ccco2)CSC3)c1C | 43% | 14% | -0.1% | · | -0.08 | 1733 | 1.9% | 1 | 12% | 12%
O=C(C1=C[C@@H](C2CCCCC2)C[C@@H](OCc2ccc(CO)cc2)O1)N1CCOCC1 | -3% | -6% | -0.2% | 0.8% | 0.79 | 1257 | -1.7% | 1 | 8% | -11%
COc1ccc(CNC(=O)C(C)OC(=O)CN2C(=O)COc3ccccc32)cc1 (stereo not given) | 4% | · | 0.3% | 0.5% | · | · | · | · | 9% | ·
CC(C)(C)c1ccc(Cn2nnc3c(=O)[nH]c(C4CCN(C(=O)Cc5cccs5)CC4)nc32)cc1 | 2% | 16% | 1.9% | -4.1% | -0.31 | 930 | 2.0% | 1 | 3% | 14%
Cc1cc(NC(=O)CCC(=O)N(Cc2ccco2)C(C)(C)C(=O)NC2CCCCC2)no1 | 1% | 3% | -0.8% | 0.8% | · | · | -1.3% | 1.1 | 21% | 1%
Cc1cc(=O)[nH]c(SCC(=O)N2CCN(C(c3ccccc3)c3ccccc3)CC2)n1 | 0% | 1% | -0.3% | -0.1% | · | · | -0.2% | 1.1 | 15% | 7%
O=S(=O)(NCC(O)COCc1ccco1)c1cccs1 (stereo not given) | -3% | -6% | -0.1% | 1.6% | 0.11 | 929 | 2.4% | 1.1 | 24% | -10%
O=C(CCc1ccncc1)NC1CCCc2c1cnn2-c1ccc(F)cc1F (stereo not given) | 3% | · | -0.4% | 1.7% | · | · | · | · | 4% | ·
COc1cccc(/C(O)=C2/C(=O)C(=O)N(CCN(C)C)C2c2ccc(Br)cc2)c1 (stereo not given) | 6% | 3% | -0.3% | 0.9% | -0.35 | 1101 | 1.4% | 1 | 1% | 12%
CCOc1ccc(NS(=O)(=O)c2ccc(NC(C)=O)c(OC)c2)cc1 | 9% | -10% | -0.6% | 2.8% | · | · | 0.5% | 1 | 12% | -11%
O=C(/C=C/c1ccccc1)NCc1ccco1 | 7% | 3% | -0.2% | 1.4% | 0.24 | 1422 | 0.6% | 1.1 | 9% | 2%
CC1(C)C(=O)OC(c2cccn2-c2ccc([N+](=O)[O-])cc2)C(C)(C)C1=O (stereo not given) | -10% | 68%* | -0.1% | 1.0% | 0.52 | 1461 | 1.0% | 0.9 | 4% | 6%
Nc1ccc2c3c(cccc13)CC2 | -3% | 47% | 1.3% | 0.4% | -0.14 | 1425 | 0.1% | 1.2 | 11% | 64%*
CCn1c(SCc2nc3ccccc3[nH]2)nnc1-c1cnccn1 | 9% | 4% | -0.4% | 0.6% | -0.93 | 1313 | -0.4% | 1.1 | 5% | -1%
CC(C)(CN=C1NS(=O)(=O)c2ccccc21)CNC(=O)c1ccccc1 | -8% | · | -0.7% | 1.5% | · | · | · | · | 21% | ·
Cc1ccc(Cn2c(CN3CC(C)OC(C)C3)nc3c2c(=O)n(C)c(=O)n3C)cc1 (stereo not given) | 5% | 8% | 1.1% | 1.5% | 0.14 | 879 | 1.4% | 1.1 | 6% | 12%
CN1CCN(c2nc(Nc3ccc(F)cc3)nc(Nc3ccc(F)cc3)n2)CC1 | -4% | · | 18% | ? | · | · | · | · | 25% | ·
CCOc1ccc2c(c1)C(=O)c1cc(OCC(=O)O)ccc1-2 | -7% | · | 0.2% | 0.5% | 0.83 | 1430 | · | · | 8% | ·
Cn1c(Sc2ccc(Cl)cc2)c(C=O)c2ccccc21 | 2% | 24% | 0.0% | 7.3% | -0.91 | 1588 | 0.5% | 1 | 10% | 25%
CCCS(=O)(=O)N1CCN(C(=O)CCC2CCCC2)CC1 | 6% | 5% | -0.4% | 0.7% | 0.22 | 1129 | · | 1.1 | 9% | 3%
CC[C@H](C)[C@@H]1NC(=O)c2cc([N+](=O)[O-])cc(I)c2NCC[C@@H](C(N)=O)NC(=O)[C@H](CCCN=C(N)N)NC1=O | -3% | -20% | -0.2% | 0.5% | 0 | 1254 | 9.3% | 1.1 | 18% | -16%
O=C(O)CS(=O)(=O)c1ccc(C(F)(F)F)cn1 | -3% | -5% | 0.2% | -1.4% | 0.1 | 1311 | · | 1.1 | -2% | -4%
CC(NC(=O)C1CCN(S(=O)(=O)c2ccccc2)CC1)c1ccccc1 (stereo not given) | 11% | · | 0.3% | 0.4% | · | · | · | · | 9% | ·
